Assay outcomes from PubChem BioAssay.
FID counter = counter-screen for HCV NS3 helicase inhibitors: DNA intercalator displacement. DNA fluorescent intercalator displacement, fluorescence. inhibition, % at 7.9 µM. actives 0.17% (n = 290,000); in the data active means inhibition above about 37%;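 further: 0% = vehicle and 100% = reference compound; higher means more ethidium bromide displaced from hairpin DNA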
MEKK3 PB1 HTS = modulators (inhibitors or enhancers) of MEK5 binding to human MEKK3 PB1 domain | Q99759 | bead-based flow cytometry, Alexa488-MEK5 binding to MEKK3; actives lie on both sides; 0 = blocked by unlabeled MEK5, 100 = vehicle | binding response (% of control), % at 10 µM | actives 1.4% (n = 290,000) | AID 1529;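 active means binding response more than 3 SD above or below the average of its plate-row segment, actives on both sides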;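 further: Alexa488 bead fluorescence after subtracting the streptavidin-only scavenger bead signal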
Target sequence (Q99759 whole entry, looked up, the tested form may be a part): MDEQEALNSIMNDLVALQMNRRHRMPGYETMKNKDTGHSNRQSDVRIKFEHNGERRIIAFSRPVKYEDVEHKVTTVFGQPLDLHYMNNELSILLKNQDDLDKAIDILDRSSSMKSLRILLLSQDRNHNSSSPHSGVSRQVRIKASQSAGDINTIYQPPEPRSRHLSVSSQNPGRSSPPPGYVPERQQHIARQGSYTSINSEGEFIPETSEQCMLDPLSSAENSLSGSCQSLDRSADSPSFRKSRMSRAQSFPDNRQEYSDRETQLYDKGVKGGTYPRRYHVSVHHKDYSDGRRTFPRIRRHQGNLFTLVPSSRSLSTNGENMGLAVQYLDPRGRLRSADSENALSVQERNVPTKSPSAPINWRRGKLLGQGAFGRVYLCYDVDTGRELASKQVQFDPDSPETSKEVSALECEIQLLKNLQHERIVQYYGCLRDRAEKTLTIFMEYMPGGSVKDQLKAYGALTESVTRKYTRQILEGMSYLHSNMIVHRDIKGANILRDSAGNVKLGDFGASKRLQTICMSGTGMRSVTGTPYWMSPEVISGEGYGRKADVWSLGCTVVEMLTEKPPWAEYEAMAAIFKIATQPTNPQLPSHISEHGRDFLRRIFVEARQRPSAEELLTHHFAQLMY
OXTR agonist = activates the human oxytocin receptor; P30559; CHO-OTR cells, Fluo-8 calcium fluorescence; normalized: DMSO 0%, oxytocin 100%; activation, % at 3 µM; actives 0.32% (n = 320,000);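 active means activation above the mean of all tested compounds plus 3 SD, cutoff set per screening run, cut at about 20% in these data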;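 further: peak over basal fluorescence ratio from a 100 s FLIPR kinetic read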
PfM18AAP inh = PfM18AAP enzyme inhibition. actives 1.2% (n = 290,000). inhibition, % at 7.35 µM. recombinant PfM18AAP, H-Glu-NHMec fluorogenic cleavage;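 active means inhibition above the campaign mean inhibition over all tested compounds plus 3 SD, cut at about 28% in these data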;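 further: 0% = plate median of test compound wells and 100% = 2 mM ZnCl2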
MEKK2 WT-MEK5 = raises or lowers MEK5 binding to wildtype human MEKK2 PB1 domain | Q9Y2U5 | bead flow cytometry, Alexa488-MEK5 binding to MEKK2 WT; actives lie on both sides | binding response (% of control), % at 10 µM | actives 1.1% (n = 290,000) | AID 1531; in the data active means binding response below about 67% or above about 130%
GPR7 antag = human neuropeptides B/W receptor 1 antagonism. inhibition, % at 4.4 µM. GPR7-expressing cells, fluorescence antagonist assay. actives 1.1% (n = 290,000). P48145; in the data active means inhibition above about 16%, passing the limit was not always enough;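 further: cells stimulated with the agonist NPW; 0% = agonist with vehicle and 100% = vehicle without agonist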
Target sequence (P48145 whole entry, looked up): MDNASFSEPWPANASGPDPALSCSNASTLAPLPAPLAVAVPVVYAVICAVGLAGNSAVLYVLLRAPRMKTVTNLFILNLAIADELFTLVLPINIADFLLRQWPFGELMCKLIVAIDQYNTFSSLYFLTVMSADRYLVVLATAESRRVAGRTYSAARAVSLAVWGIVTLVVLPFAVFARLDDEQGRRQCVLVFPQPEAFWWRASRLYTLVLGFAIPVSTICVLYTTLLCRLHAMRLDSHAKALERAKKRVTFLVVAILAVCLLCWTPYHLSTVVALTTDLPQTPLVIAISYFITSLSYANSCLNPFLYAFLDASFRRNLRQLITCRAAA
NALP1 yeast inh = inhibitors of NALP1 inflammasome in yeast; S. cerevisiae NALP1/ASC/caspase-1 growth, X-gal OD620, 72 h; inhibition, % at 10 µM; actives 0.61% (n = 280,000); in the data active means inhibition mostly above about 24%, no sharp cut-off; inactive means mostly below about 32%; further: some compounds called inactive have numbers as strong as hits
MEKK2mut PB1 HTS = signal of MEK5 binding to mutant human MEKK2 PB1 domain. actives 0.35% (n = 290,000). bead flow cytometry, Alexa488-MEK5 binding to MEKK2 mutant. percent response, % at 10 µM; in the data active means percent response above about 24%, passing the limit was not always enough; further: inactives centre near 1; some results filed as inactive read as strong as hits; reference of the scale not given here
PHOSPHO1 block = blocks human PHOSPHO1 phosphatase activity; actives 1.1% (n = 290,000); Q8TCT1; inhibition, % at 13.3 µM; recombinant PHOSPHO1, absorbance phosphatase assay; in the data active means inhibition above about 60%
Starred values were filed as active, the others as inactive; . = not tested or not shown; [ ] = remark or other dose. Rows are unselected; any-hit rate near 6.2%.

SMILES	FID counter	MEKK3 PB1 HTS	OXTR agonist	PfM18AAP inh	MEKK2 WT-MEK5	GPR7 antag	NALP1 yeast inh	MEKK2mut PB1 HTS	PHOSPHO1 block
COc1ccc(-c2nnc(SC(C)C(=O)Nc3ccc4c(c3)OCCO4)o2)cc1 (stereo unspecified)	-13	102	-0.2	6	99	-10	33	5	10
O=C(COC(=O)c1cc(-c2cccs2)nn1-c1ccccc1)Nc1cccc([N+](=O)[O-])c1	-1	82	0.5	4	105	-6	-21	-1	-31
COc1cc(Br)cc2cc(C(=O)N3CCCCC3C)c(=O)oc12 (stereo unspecified)	-13	109	-0.9	-3	103	-4	8	3	-32
O=C(Nc1ccccc1)OCN1C(=O)c2ccccc2C1=O	-3	103	2.6	-10	100	16	0	0	14
CCOc1ncccc1C(=O)OCC(=O)N1CCN(S(=O)(=O)c2ccc(Cl)cc2)CC1	-34	102	-2.0	9	103	16	-26	4	20
O=C1CC(c2ccccc2)CN1C(=O)c1cncc(Br)c1 (stereo unspecified)	13	100	0.2	1	93	2	-4	-7	37
C=CCN(c1ccccc1)S(=O)(=O)c1ccc(Cl)c(C(=O)OCC(=O)NCCCN2CCCC2=O)c1	-30	94	-1.3	2	95	-7	-2	-5	-22
N=c1oc2ccccc2cc1C(=O)NC1CCCCCC1	-24	99	-1.3	4	102	0	-30	1	11
COC(=O)c1cc(S(=O)(=O)NCC2CCN(Cc3ccc(Cl)cc3)CC2)c[nH]1	2	105	-0.9	-2	116	-6	29	6	44
COc1cc(NC(=O)CCCl)cc(-n2cnnn2)c1	1	96	0.0	-11	100	7	14	-1	42
C(=N\Nc1nc2ccccc2[nH]1)/c1ccccn1	-6	111	.	5	101	-2	-14	-3	2
Cc1ccc(Cl)cc1NC(=O)c1ccc(Cn2cc(Cl)cn2)cc1	-8	94	7.7	-4	90	21	33	-2	-5
COc1cccc(CNC(=O)C2CCCN(S(=O)(=O)c3ccc4c(c3)C(C)(C)C(=O)N4C)C2)c1 (stereo unspecified)	-51	103	1.1	11	105	7	22	-2	41
CCOc1ccc(NCCC(O)c2ccc(F)cc2)cc1 (stereo unspecified)	-2	92	-0.6	7	94	20	-10	-14	-2
COc1ccc(NC(=O)C(NC(=O)CC2NC(=O)NC2=O)c2ccccc2)cc1 (stereo unspecified)	-12	155*	-1.2	4	106	3	12	0	3
CCc1ccc(OCC(O)CN2CCC(CN3C(=O)c4cccc5cccc(c45)C3=O)CC2)cc1 (stereo unspecified)	9	118	-0.2	-4	148*	-6	41	1	-2
O=C(C1=C[C@@H](c2csc3ccccc23)C[C@@H](OCc2ccc(CO)cc2)O1)N1CCN(Cc2ccc3c(c2)OCO3)CC1	-12	106	-0.4	9	111	-1	-7	8	20
CCOC(=O)c1cnn(-c2ccccc2)c1-n1cccc1C(=O)C(=O)Nc1ccccc1	-24	91	0.8	0	93	-3	10	-10	16
CN(C)S(=O)(=O)c1ccc(C(=O)Nc2ccccc2F)cc1	-1	108	1.5	-2	109	5	-2	7	-11
CCOCCCNC(=S)N(CCO)Cc1cc2cc3c(cc2[nH]c1=O)OCCO3	0	101	0.6	17	105	-13	-4	6	-24
CC1(C)Cc2c(sc3nc(SCC(=O)O)[nH]c(=O)c23)CO1	-1	101	0.2	-4	101	-10	23	4	6
CC1CCCCN1CCCNC(=O)c1c(O)nc2ccccn2c1=O (stereo unspecified)	-3	103	0.2	2	104	-13	-5	2	22
COc1ccccc1C=NC(CO)C(O)c1ccc([N+](=O)[O-])cc1 (stereo unspecified)	-1	98	-0.4	-3	101	9	-3	-4	8
Nc1cc(S(=O)(=O)Nc2ccccc2Cl)ccc1N1CCOCC1	-16	103	6.5	2	98	-5	23	-2	-13
Cc1ccccc1CN(C)C(=O)CNC(=O)c1ccc2ccccc2c1	-26	104	-0.9	3	103	-7	5	4	24

(further entries)
SMILES	FID counter	MEKK3 PB1 HTS	OXTR agonist	PfM18AAP inh	MEKK2 WT-MEK5	GPR7 antag	NALP1 yeast inh	MEKK2mut PB1 HTS	PHOSPHO1 block
O=c1c2ccccc2c(C=Nc2cccc(O)c2)c(O)n1-c1ccc2c(c1)OCO2	-3	100	5.6	-3	98	-2	-5	5	4
Cc1cc(C)cc(NC(=O)CN2C(=O)c3ccccc3C2=O)c1	-2	97	-0.3	-1	98	19	-5	-6	.
CCOC(=O)C1CCN(Cc2c(C(=O)N3CCOCC3)nc3c(C)cccn23)CC1	-21	107	0.1	2	112	1	1	13	33
COC(=O)C1=C(O)/C(=C\c2ccc(OCC(=O)Nc3ccccc3)cc2)N=C1C	-6	102	0.3	1	102	12	15	0	50
COc1ccccc1Nc1ncc(C(C)=O)c(C)n1	0	104	-1.7	11	102	-7	8	4	8
CC1CCCCC1NC(=O)Cn1cccc1C(=O)c1ccccc1 (stereo unspecified)	-36	101	-0.3	3	102	-5	-13	3	70*
CCCN(CCC)C(=O)c1cc2c(=O)n3cccc(C)c3nc2s1	-21	103	-1.9	3	99	-14	-1	3	16
c1cnc(NC2C3CC4CC(C3)CC2C4)nc1 (stereo unspecified)	5	91	-2.5	-3	93	1	14	-2	-16
CC(Oc1ccccc1Cl)C(=O)Nc1ccccc1C(=O)N1CCOCC1 (stereo unspecified)	-18	101	-0.1	-2	99	-17	12	-1	46
Cc1ccc(NC(=O)c2ccc([N+](=O)[O-])o2)cc1S(=O)(=O)N1CCOCC1	12	114	0.6	0	109	-6	-7	-1	43
Cc1cc(C)n(CCC(=O)N2CCCC(N3CCN(c4cccc(Cl)c4)CC3)C2)n1 (stereo unspecified)	-34	101	-0.8	-1	105	-17	-3	6	9
Cc1ccc(NS(=O)(=O)c2ccc(C)c(C(=O)N3CCN(C)CC3)c2)cc1	-2	95	0.2	-5	98	-6	15	-7	-1
O=C(NCCCn1ccnc1)c1ccc2nccnc2c1	-1	97	0.1	-8	100	-5	25	0	33
Cn1c(=O)oc2cc(S(=O)(=O)NCc3ccc(Cl)cc3)ccc21	-1	0.0*[inhibitor]	2.3	-11	-6.0*[inhibitor]	15	26	-57	42
O=C(CCC(=O)OCC(=O)c1ccc(Br)cc1)Nc1cccc2cccnc12	1	103	-0.2	-4	100	-2	9	0	-10
COC(=O)CNC(=O)C(NC(=O)c1ccc(Cl)cc1)C(C)C (stereo unspecified)	2	101	0.4	-4	102	7	18	-1	-4
Cc1ccccc1OCc1nc2ccccc2c(=O)n1N	-4	114	-1.9	-5	109	3	-6	4	-7
Cc1ccc(CSCCNC(=O)CCSc2ccccc2)cc1	-17	100	-2.3	8	105	-7	-3	2	4
COc1ccccc1-c1cc(=O)c2c(O)ccc([N+](=O)[O-])c2o1	.	83	1.5	.	97	.	1	-4	18
O=C(Cc1csc(Nc2nc(=S)[nH]c3ccccc23)n1)NCc1ccccc1Cl	-2	85	0.7	4	90	1	14	-5	-18
Cc1cc(-c2ccc(S(=O)(=O)N3CCCCC3)s2)on1	-13	101	-3.0	-14	101	1	7	0	26
O=C(Nc1ccc(Cl)c(Cl)c1)Nc1nc(-c2ccccc2)cs1	3	101	2.0	-12	106	-5	25	13	3
N#Cc1ccccc1Sc1ccccc1C(=O)OCC(N)=O	-3	104	2.2	4	96	-3	1	3	-35
CCC(=O)Nc1ccc2c(c1)ncn2-c1ccc(OC)cc1	-9	92	-1.0	-11	99	2	1	1	-1
O=C(O)c1ccccc1NC(=O)c1ccccc1Nc1ccccc1	11	104	-2.2	-1	102	6	5	5	32

Among those listed so far, these contain two or more sulfur atoms.
SMILES	FID counter	MEKK3 PB1 HTS	OXTR agonist	PfM18AAP inh	MEKK2 WT-MEK5	GPR7 antag	NALP1 yeast inh	MEKK2mut PB1 HTS	PHOSPHO1 block
CC1(C)Cc2c(sc3nc(SCC(=O)O)[nH]c(=O)c23)CO1	-1	101	0.2	-4	101	-10	23	4	6
Cc1ccc(CSCCNC(=O)CCSc2ccccc2)cc1	-17	100	-2.3	8	105	-7	-3	2	4
O=C(Cc1csc(Nc2nc(=S)[nH]c3ccccc23)n1)NCc1ccccc1Cl	-2	85	0.7	4	90	1	14	-5	-18
Cc1cc(-c2ccc(S(=O)(=O)N3CCCCC3)s2)on1	-13	101	-3.0	-14	101	1	7	0	26

The list continues:
SMILES	FID counter	MEKK3 PB1 HTS	OXTR agonist	PfM18AAP inh	MEKK2 WT-MEK5	GPR7 antag	NALP1 yeast inh	MEKK2mut PB1 HTS	PHOSPHO1 block
CCOc1ccc(NC(=O)Cn2nnc(C(=O)NCc3ccco3)c2N)cc1	-5	104	-1.0	3	102	-16	-10	3	26
COC(=O)c1sc(NC(=O)c2cc(-c3ccccc3)nc3ccccc23)c(C#N)c1C	6	100	20*	45*	102	-1	17	-2	96*
CCOCCCN1CN(S(=O)(=O)c2ccc(Cl)cc2)c2nc3ccccc3nc21	-15	87	-0.4	2	93	-1	2	-5	-62
CC(NC(=O)N(Cc1ccccc1)Cc1ccc2c(c1)OCO2)(C(F)(F)F)C(F)(F)F	4	97	-0.7	-6	90	5	6	-6	29
COc1ccc(CNC(=S)Nc2ccccc2-c2ccccc2)cc1	-15	77	-2.5	-2	82	-3	12	-10	8
COc1ccc(CN2CCCC(C(=O)c3ccc4c(c3)OCO4)C2)c(F)c1 (stereo unspecified)	18	102	1.6	8	102	1	0	7	29
CCOC(=O)N1CCC(NC(=O)C(Cc2ccccc2)NC(=O)c2ccco2)CC1 (stereo unspecified)	-21	117	1.1	0	112	-6	-8	4	24
CC(C)C12CN3CC(C(C)C)(CN(C1)C3(C)C)C2=O	-3	107	-1.4	-1	102	-12	14	7	44
CS(=O)(=O)N1CCN(c2ccccc2NC(=S)NC(=O)c2cccs2)CC1	5	101	-1.8	3	97	-10	9	2	32
COc1ccc(-c2ccnc3cc(C(=O)O)nn23)cc1	7	92	-1.2	-16	94	-1	13	-6	17
COc1cccc(OCC(=O)NNC(=O)C(=O)N2CCCC2)c1	2	101	0.9	2	107	-4	22	1	3
CCCC(C)C(=O)Nc1ccc(S(=O)(=O)Nc2nccs2)cc1 (stereo unspecified)	-13	118	0.3	2	105	-13	-3	0	6
CSCCCNC(=S)N1CCN(c2ccc(C(C)=O)cc2)CC1	-19	5.0*[inhibitor]	5.3	0	6.0*[inhibitor]	26*	-2	-45	-35
CC1=C(C#N)c2nc(N)c(C#N)c(C)c2/C1=C\c1ccc(C)cc1	-8	109	0.0	2	106	5	17	3	16
Cc1[nH]c2ccccc2c1Cc1nnc(SCC(=O)NCc2ccco2)o1	6	107	0.7	12	109	7	22	8	26
CC(C)=C(NC(=O)c1ccccc1)C(N)=O	-1	105	0.2	-4	105	-14	.	13	41
Cc1ccccc1OCC(O)Cn1c(Br)nc2c1c(=O)[nH]c(=O)n2C (stereo unspecified)	-18	100	3.2	3	97	-5	7	2	46
O=C(NC(=S)Nc1ccc(N2CCCC2)cc1)c1ccc(F)cc1	-8	98	-0.6	-5	98	-14	13	-4	8
S=C(Nc1ccc2nccnc2c1)N1CCOCC1	3	108	0.3	4	92	-4	0	5	-27
CCN(CC)S(=O)(=O)c1cc(NC(=O)c2n[nH]c(=O)c3ccccc23)ccc1C	-4	99	-0.3	-7	-3.0*	-18	-14	4	17
CCCC(c1nnnn1C(C)(C)C)N1CCN(Cc2ccccc2)CC1 (stereo unspecified)	-4	111	-1.3	-1	108	8	-6	-4	41
CC(=O)c1c[nH]c(C(=O)NC2CCCCCC2)c1	-9	100	-0.1	5	101	-10	6	2	33
O=C(O)C1C2C=CC(C3CC23)C1C(=O)N1CCc2ccccc21 (stereo unspecified)	-2	103	0.4	-4	101	-8	-10	9	11
O=C(Oc1ccc(N2C(=O)C3C4CCC(C4)C3C2=O)cc1)c1ccco1 (stereo unspecified)	-27	105	0.2	-1	105	7	5	10	25
CCCN(CCC)C(C(=O)Nc1cccc(OC)c1)c1ccccc1 (stereo unspecified)	1	106	-1.9	3	101	-5	2	1	19
